Source: PubChem (several laboratories)
NPY-Y2 PAM-ag: NPY-Y2 potentiators or agonists, primary screen, cell-based; activation, % at 3.6 µM; cells expressing NPY-Y2, potentiator/agonist read-out; Neuropeptide Y receptor type 2 (Homo sapiens), P49146; actives 0.45% (n = 220,000); in the data active means activation above about 27%;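 further: cells stimulated with NPY near EC25 plus isoproterenol at EC100; 0% = vehicle plus submaximal agonist and 100% = vehicle plus saturating agonist; some results beyond the cut were filed as inactive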
BaF3 tox: parental Ba/F3 cell viability inhibition, counter-screen for JAK2V617F inhibitor project, murine pro-B, CellTiter-Glo luminescence; CellTiter-Glo ATP luminescence; inhibition, % at 5.6 µM; actives 1.1% (n = 220,000); AID 1486, 2009;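 active means inhibition above a per-campaign cutoff, the mean inhibition of all tested compounds plus 3 SD, cut at about 27% in these data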;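 further: 0% = DMSO wells and 100% = JAK Inhibitor I control wells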
S1P4 antag: S1P4 receptor antagonists, primary screen, cell-based | Sphingosine 1-phosphate receptor 4 (Homo sapiens), O95977 | S1P4-expressing cells, antagonist mode, reporter read-out | inhibition, % at 4.98 µM | actives 0.26% (n = 220,000) | AID 1510, 2009; in the data active means inhibition above about 29%;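 further: 0% = wells stimulated with agonist and 100% = vehicle wells without agonist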
Target sequence (O95977 whole entry, looked up): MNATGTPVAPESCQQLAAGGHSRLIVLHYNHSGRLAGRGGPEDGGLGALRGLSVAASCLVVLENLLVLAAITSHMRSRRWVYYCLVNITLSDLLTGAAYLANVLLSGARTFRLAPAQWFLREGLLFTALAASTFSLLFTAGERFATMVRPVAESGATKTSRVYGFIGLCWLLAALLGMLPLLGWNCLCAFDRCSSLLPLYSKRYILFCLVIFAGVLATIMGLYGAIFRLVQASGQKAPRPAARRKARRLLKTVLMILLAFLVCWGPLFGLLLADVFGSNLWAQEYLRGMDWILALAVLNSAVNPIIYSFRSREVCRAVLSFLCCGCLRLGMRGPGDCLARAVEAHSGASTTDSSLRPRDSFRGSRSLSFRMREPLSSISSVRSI
Ba/F3 V617F tox: reduced viability of JAK2V617F-dependent Ba/F3 cells, primary screen, JAK2V617F inhibitor project, cell-based, Ba/F3 EpoR-JAK2V617F, luminescence | ATP luminescence | inhibition, % at 5.6 µM | actives 1.1% (n = 220,000) | AID 1446, 2008;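 active means inhibition above the campaign mean plus 3 SD over all tested compounds, cut at about 24% in these data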;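 further: cytokine-independent growth of Ba/F3 cells driven by EpoR plus mutant JAK2; 0% = DMSO-treated cells and 100% = JAK inhibitor I control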
eIF4E 4G PPI: eIF4E–eIF4G protein interaction inhibitors, primary screen, biochemical, uHTS, TR-FRET, eIF4GI fragment; Eukaryotic translation initiation factor 4E (Mus musculus) + Eukaryotic translation …; TR-FRET eIF4E-eIF4GI(517-606) binding, 2 h; inhibition, % at 21.7 µM; actives 0.37% (n = 220,000);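 active means inhibition above about 30%, limit read from the data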;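 further: 0% = full FRET control wells and 100% = background wells lacking eIF4GI fragment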
MDM2 E3 inh: MDM2-luciferase reporter signal enhancers, primary screen, MDM2 E3 ligase inhibitor project, cell-based, luminescence, 1536-well. actives 0.11% (n = 210,000). E3 ubiquitin-protein ligase Mdm2 (Homo sapiens), Q00987. cell-based MDM2 ubiquitination luciferase reporter, 2 h; 0 = plate control, 100 = twice control, blank-subtracted. AID 1230, 2008. signal enhancement, % at 5 µM;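 active means signal enhancement of 30% or more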;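 further: luminescence tracks abundance of the self-degrading MDM2-luciferase fusion protein; higher signal means inhibition of MDM2 E3 ligase activity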
Target sequence (Q00987 whole entry, looked up, the tested form may be a part): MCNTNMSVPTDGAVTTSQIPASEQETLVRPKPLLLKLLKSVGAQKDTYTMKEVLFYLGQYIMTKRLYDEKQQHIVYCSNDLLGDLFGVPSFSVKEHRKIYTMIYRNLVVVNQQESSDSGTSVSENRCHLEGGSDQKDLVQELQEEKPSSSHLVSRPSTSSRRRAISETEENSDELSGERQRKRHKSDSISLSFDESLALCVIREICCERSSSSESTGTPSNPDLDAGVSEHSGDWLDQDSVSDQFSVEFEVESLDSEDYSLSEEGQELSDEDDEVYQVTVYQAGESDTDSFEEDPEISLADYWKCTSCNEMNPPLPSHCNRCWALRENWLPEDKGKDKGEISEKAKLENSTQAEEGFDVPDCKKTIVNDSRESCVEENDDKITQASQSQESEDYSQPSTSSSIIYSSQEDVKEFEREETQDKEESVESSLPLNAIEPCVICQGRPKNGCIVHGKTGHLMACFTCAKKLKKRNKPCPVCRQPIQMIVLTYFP
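Material: stable MDM2–luciferase fusion reporter cells / Quantity: 2000 cells/well / Dosing: single 5 µM compound dose, 0.2% final DMSO / Buffer or medium: DMEM / Schedule: 4 h cell settling then 2 h compound exposure, 37 °C / Detection: luminescence with SteadyLite reagent, 15 min at room temperature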
Wee1 stabilizer: Wee1 degradation inhibitors, primary screen, cell-based, HeLa, Wee1K328M-luciferase, luminescence; Wee1-like protein kinase (Homo sapiens), P30291; HeLa Luc-Wee1K328M stability; 100% = proteasome inhibitor MG132 effect; reporter increase, % at 5 µM; actives 1.2% (n = 220,000);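 active means activation above the mean of all tested compounds plus 3 SD, set per screening run, cut at about 8.8% in these data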;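 further: cells exposed to compound for 20 h before luminescence read; 0% = DMSO alone and 100% = MG132 at 30 µM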
S1P4 agonist: S1P4 receptor agonists, primary screen, cell-based; Sphingosine 1-phosphate receptor 4 (Homo sapiens), O95977; S1P4-expressing cell line, agonist reporter assay; activation, % at 4.98 µM; actives 0.35% (n = 220,000); AID 1509, 2009; in the data active means activation above about 11%;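 further: 0% = DMSO vehicle and 100% = reference agonist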
PERK inh: block of dimerizer-induced PERK translation repression, primary screen, PERK inhibitor project, CHO PERK-DD cells, SEAP luminescence, HTS | inhibition, % at 5.6 µM | Eukaryotic translation initiation factor 2-alpha kinase 3 (Homo sapiens), Q9NZJ5 | CHO PERK-DD fusion, SEAP luminescence translation reporter | actives 0.17% (n = 220,000);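 active means inhibition above the mean inhibition of all tested compounds plus 3 SD, set separately per screening campaign, cut at about 2.9% in these data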;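 further: PERK kinase domain activated by AP20187 dimerizer at 100 nM; 0% = DMSO with dimerizer and 100% = rapamycin at 8.4 µM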
* marks the source's active call; other numbers are inactive results; nt = not tested or not shown; [ ] = another dose, or the depositor's remark. Outcome played no part in choosing rows; overall some 4.1% were active at least once.

SMILES	NPY-Y2 PAM-ag	BaF3 tox	S1P4 antag	Ba/F3 V617F tox	eIF4E 4G PPI	MDM2 E3 inh	Wee1 stabilizer	S1P4 agonist	PERK inh
COc1ccc(-c2csc(NC(=O)CSc3ccc(Br)cc3)n2)c(OC)c1	15.8	4.4	-7.5	-1.6	4.4	-14.7	2.0	1.6	0.8
COc1cccc(CC(=O)NCC2COc3ccccc3O2)c1OC (stereo not drawn)	14.2	1.3	1.1	-0.9	3.4	-24.9	4.6	0.9	0.5
C=CCn1c(=O)c2ccccc2n2c(SCc3nnc(-c4ccccc4Br)o3)nnc12	-4.1	3.0	1.0	3.8	-3.1	-7.0	3.2	0.8	-0.8
COC(=O)c1ccccc1NC1CC(=O)N(c2c(C)cccc2C)C1=O (stereo not drawn)	2.3	0.1	2.3	-2.3	1.6	-19.1	-1.4	0.4	-1.0
CCn1c(SCC(=O)Nc2nc3ccccc3s2)nnc1-c1ccc(Br)cc1	2.4	2.1	-10.6	-2.8	-23.7	-38.1	4.8	1.4	-0.2
Cc1ccc(C2NC(c3ccc(C)cc3)C(C)C(=NO)C2C)cc1 (stereo not drawn)	-16.2	-1.7	-15.8	-2.9	8.1	-11.3	1.3	-1.6	0.5
Cc1ccc(Cl)cc1N1CCN(S(C)(=O)=O)CC1	-2.1	-1.8	-10.9	-5.8	6.7	-47.0	-1.0	0.2	0.7
COc1ccccc1CC(=O)NCC(c1ccco1)N1CCCCC1 (stereo not drawn)	-7.5	0.8	-17.1	-0.1	0.4	1.0	-0.9	8.8	1.5
CN(C)/C=N/c1c(C(=O)NCc2ccccc2)nnn1Cc1ccccc1	7.0	1.6	-3.7	-0.8	-4.6	-2.3	1.9	0.2	-1.0
Cc1ccc(N2C(=O)CC(N3CCN(C)CC3)C2=O)cc1 (stereo not drawn)	-1.1	-0.8	-21.0	-2.5	-1.7[fluorescence artefact?]	-1.9	-1.1	-1.7	1.0
O=S(=O)(NC1CCCCC1)c1cccc(-c2nnc(-c3ccccc3)o2)c1	-16.6	2.0	2.9	1.0	1.7	-44.1	3.7	1.6	-1.1
CCC(=O)N1CCN(c2ccc(NC(=O)c3ccc([N+](=O)[O-])o3)cc2Cl)CC1	-13.4	60.0*	56.2*	87.8*	1.1	8.0	0.8	-1.1	0.2
O=C(COc1ccc(Cl)cc1Cl)Nc1nnc(C2=COCCO2)o1	-24.0	0.5	-2.0	0.4	-0.2	3.2	0.3	0.1	0.3
O=C(O)c1cccnc1SC1CC(=O)N(c2ccccc2)C1=O (stereo not drawn)	-2.8	-0.5	20.1	1.7	-0.1	-14.4	0.7	-1.6	-0.3
Cc1cccc(OCCNc2cc(N3CCOCC3)ccc2[N+](=O)[O-])c1	-16.5	-4.5	-7.5	-2.3	-0.2	-11.7	-1.4	1.2	0.8
CC(=O)c1ccc(N(C(=O)Cn2nnc3ccccc32)C(C(=O)NC2CCCCC2)c2cn(C)nc2C)cc1 (stereo not drawn)	-7.2	4.2	-10.3	-1.0	-2.6	-0.1	3.5	3.3	0.1
N#Cc1sc2nc(-c3ccccc3)cc(C(F)(F)F)c2c1N	-18.6	8.5	5.3	5.6	1.0	-88.9	0.0	-4.2	-0.8
CCC(O)(C#CCN1CCCCC1)CC	8.6	4.4	-3.1	-0.6	3.8	16.1	-3.8	0.1	0.3
CN(Cc1nc2ccc(F)cc2[nH]1)Cc1nc(CC2CC2)no1	-1.5	1.3	-14.2	-1.6	-2.2	6.7	0.7	0.3	0.4
O=C(C1CCN(S(=O)(=O)c2cnc[nH]2)CC1)N1CCc2ccccc2C1	13.3	0.1	-5.8	-6.1	1.6[fluorescence artefact?]	-17.6	-0.8	-1.6	0.7
CN(C)C=NC1=NN(c2cccc(C(F)(F)F)c2)CC1	0.8	-1.4	-14.9	-1.4	10.7[fluorescence artefact?]	-11.0	0.6	2.0	1.1
COc1ccc(-c2cc(C(F)(F)F)nc(SCC(=O)N(C)Cc3cnn(C)c3C)n2)cc1OC	13.4	5.0	-17.7	0.8	-6.6[fluorescence artefact?]	-6.3	-2.6	-0.4	-1.2
CC1CCCCN1S(=O)(=O)c1ccc(C(=O)Nc2nnc(-c3ccccn3)o2)cc1 (stereo not drawn)	7.8	1.6	1.0	-1.9	-0.5	-6.5	0.0	0.8	-0.3
Cc1cc2ccccc2c(=O)[nH]1	-1.6	0.2	-9.9	1.6	4.7	-4.8	0.4	1.9	-0.1
O=c1oc(-c2ccco2)nc2ccccc12	-17.4	-1.9	12.3	-4.0	2.0[fluorescence artefact?]	-12.4	2.0	1.8	1.7
The list goes on.
SMILES	NPY-Y2 PAM-ag	BaF3 tox	S1P4 antag	Ba/F3 V617F tox	eIF4E 4G PPI	MDM2 E3 inh	Wee1 stabilizer	S1P4 agonist	PERK inh
COc1ccc(Cl)cc1NC(=S)NCCSc1ccc(C)cc1	-4.6	3.3	-9.4	-0.4	-1.1	-10.0	-2.5	0.1	0.4
O=C(COc1ncnc2cc(Cl)ccc12)c1ccccc1	-1.0	0.9	4.5	-0.8	-3.0	5.6	2.4	0.2	-0.2
CCOC(=O)c1cnc(-n2nc(C)cc2C)nc1NC1CCCC1	-10.6	2.3	-3.0	-4.1	-1.1	-5.7	1.2	0.5	-2.0
Cn1c(=O)n(C)c2cc(S(=O)(=O)NCCOCCO)ccc21	-0.1	1.2	-0.7	-3.2	0.4	-4.4	1.4	1.7	0.6
COc1ccc(N2CCN(CC(O)COc3ccccc3[N+](=O)[O-])CC2)cc1 (stereo not drawn)	37.3*	7.0	-20.8	2.1	10.1	-2.8	-3.6	3.6	-1.1
CCOC(=O)c1[nH]c2c(c1-c1ccccc1)C(=O)CC(c1ccc(OCC)cc1)C2 (stereo not drawn)	4.8	5.0	5.1	3.4	5.6	nt	2.5	2.0	-0.1
O=C(Nc1nc(-c2ccc3ccccc3c2)cs1)C1CCN(S(=O)(=O)c2cccs2)CC1	21.3	2.2	-3.7	-1.3	3.4	-16.2	-2.3	-0.1	-1.4
CCCCNC(=O)c1cc2c(C)cc(C)cc2[nH]1	-0.8	-6.4	26.0	-3.8	-3.4	-1.1	1.4	1.2	0.0
Cc1cc(/C=C2\SC(=Nc3ccc(F)cc3)NC2=O)c(C)n1-c1ccc(S(N)(=O)=O)cc1	10.2	6.7	-23.9	1.5	3.0	-13.9	4.0	1.2	-0.5
O=C(Nc1ccncc1)c1cn(-c2ccccc2)nc1-c1cccs1	-20.5	5.8	-10.8	3.9	-24.5	-21.3	5.3	-1.5	0.0
Cc1ccc(C(=O)N/C(=C\c2ccc([N+](=O)[O-])cc2)C(=O)NCCc2ccccc2)cc1	10.1	4.5	-9.1	-1.9	-2.9	-15.5	-1.0	-0.1	-0.1
Cc1ccccc1NC(=O)Cn1c(=O)n(-c2ccc(CC(=O)NCC3CCCO3)cc2)c(=O)c2ccccc21 (stereo not drawn)	-0.2	3.0	-4.5	0.8	0.5	-7.8	3.8	-0.7	-0.3
COc1ccc2[nH]c(C)c(C(=O)CN3CC(C)OC(C)C3)c2c1 (stereo not drawn)	-6.5	6.2	-25.2	5.3	-4.3	18.6	-1.2	-0.6	-0.7
CN(C)C(=O)c1cc(Br)ccc1Cl	-1.2	1.2	-6.4	-2.3	-7.0[fluorescence artefact?]	-0.9	1.3	1.8	2.5
CCOc1cc(NC(=S)NCCCN2CCOCC2)c(OCC)cc1NC(=O)c1ccc(OC)cc1	3.0	3.5	5.2	-2.7	-2.4	-1.5	0.5	-0.2	-0.5
Cn1c(N)c(Br)c(-c2ccc(F)cc2)c(C#N)c1=O	-6.9	4.1	2.1	1.4	0.0	-3.6	-1.0	-1.1	0.8
C/C(=C(\C#N)C(=O)NCCCN1CCOCC1)N(C)C	5.9	1.1	1.6	2.0	0.0[fluorescence artefact?]	-18.4	-1.9	-0.6	0.9
COc1ccc(C(=O)C2CCCN(Cc3ccc(C#CCCO)cc3)C2)cc1F (stereo not drawn)	-2.1	3.1	5.2	-2.8	2.6	-3.2	-2.2	1.0	-0.4
CC1CCCN(S(=O)(=O)c2cccc(-c3cn4cccnc4n3)c2)C1 (stereo not drawn)	-8.7	6.6	2.2	3.9	6.9	-8.4	-1.5	0.7	0.1
Cc1ccc(/C=C/C(=O)O)cc1S(=O)(=O)NC1CCS(=O)(=O)C1 (stereo not drawn)	-2.0	1.6	-5.0	-1.0	-2.0	-1.6	8.3	0.3	-0.3
COc1cccc(CNC(=O)c2ccccc2N)c1	10.7	-1.3	0.7	-1.4	12.9	-11.6	0.3	-0.3	-0.2
Cc1ccc(N/C=C2\C(=O)N(c3ccc(F)cc3F)C(c3cccnc3)S2(=O)=O)cc1 (stereo not drawn)	-17.1	0.6	-3.4	-5.0	1.1	-13.7	2.0	1.1	-2.8
COc1ccc(/C=C2\C(=O)NC(=S)N2C(=O)c2ccc(C)cc2)cc1	1.9	-0.5	1.5	-1.2	3.0	11.6	-0.2	0.8	-0.1
Cc1nc(Sc2cccn2C)c(C(F)(F)F)c(=O)[nH]1	-6.8	6.2	0.2	6.3	0.0[fluorescence artefact?]	-8.9	-1.1	0.0	-0.5
O=C1C2C3C=CC(C3)C2C(=O)N1CC1CCCO1 (stereo not drawn)	-11.9	3.3	-14.4	-0.4	-4.0	10.0	-1.1	-2.6	1.4
NC(=O)c1ccccc1NS(=O)(=O)Cc1ccccc1	-13.0	4.3	-14.1	1.3	4.1	-8.3	5.4	1.5	0.4
COc1cccc(C(=O)Nc2cccc(C(=O)N3CCOCC3)c2)c1	8.8	3.8	-9.3	-1.4	0.2[fluorescence artefact?]	1.5	-2.7	-2.0	-0.2
O=C(O)COc1ccc(/C=N/NC(=O)c2ccccc2Br)cc1	-9.9	2.9	-5.3	3.8	-0.5	-18.3	-0.9	-1.7	0.8

Record cards, from the list above. Screens in order: NPY-Y2 PAM-ag	BaF3 tox	S1P4 antag	Ba/F3 V617F tox	eIF4E 4G PPI	MDM2 E3 inh	Wee1 stabilizer	S1P4 agonist	PERK inh
COc1ccc(Cl)cc1NC(=S)NCCSc1ccc(C)cc1 is listed with -4.6	3.3	-9.4	-0.4	-1.1	-10.0	-2.5	0.1	0.4
Cc1ccc(N/C=C2\C(=O)N(c3ccc(F)cc3F)C(c3cccnc3)S2(=O)=O)cc1 (stereo not drawn) is listed with -17.1	0.6	-3.4	-5.0	1.1	-13.7	2.0	1.1	-2.8
Cn1c(=O)n(C)c2cc(S(=O)(=O)NCCOCCO)ccc21 is listed with -0.1	1.2	-0.7	-3.2	0.4	-4.4	1.4	1.7	0.6
